T cell modulator = modulators of CD8 T cell-vesicle binding, primary screen, mouse 2C CD8+ T cells, flow cytometry; calls only at 7 µM; 330,000 tested, 0.068% active; 2C CD8+ T cell-vesicle binding; stronger effect = lower value;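 active means response, share of CD8 T cells binding vesicles, and their 90th percentile fluorescence all below set limits, cut at about 80% in these data, passing the limit was not always enough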
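material = purified 2C TCR transgenic mouse naive CD8+ T cells | controls = Unloaded micro-vesicles (low), QL9 vesicles with 0.7% DMSO (high) | detection = cytometric PE anti-B7-1 and Alexa647 anti-CD8 signals after 1% paraformaldehyde fixation | incubation = binding step 1.5 h, 37 °C, antibody labelling 20 min, ice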
NOD1 inhibition = NOD1 signaling inhibitors, primary screen, cell-based, luminescence, uHTS (AID 1578) | inhibition, % at 4 µM; hits with a dose series show EC50 in µM | NOD1-driven NF-kB luciferase reporter cells, luminescence; higher % means a stronger effect | 290,000 tested, 1% active; in the data active means inhibition mostly above about 36%, no sharp cut-off; inactive means mostly below about 34%;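 further: HEK-293T reporter cells stimulated with the NOD1 agonist gamma-tri-DAP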
GPR55 LPI antagonism = GPR55 antagonists blocking LPI-driven arrestin recruitment, primary screen, imaging, U2OS, beta-arrestin-GFP, LPI agonist (AID 2013); 290,000 tested, 0.13% active; U2OS GPR55 beta-arrestin-GFP translocation imaging, LPI antagonism; higher % means a stronger effect; inhibition, % at 10 µM, or IC50 in µM where a hit was titrated;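 active means spots per cell inhibited over 60%, with over 100 cells counted and total cytoplasm intensity under 500,000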;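 further: U2OS cells stably carrying GPR55 and arrestin-GFP stimulated by 5 µM LPI near EC80; imaged beta-arrestin-GFP aggregate spots per cell after agonist stimulation; plate controls were LPI-stimulated DMSO wells for no effect and DMSO wells without LPI for full effect; some results filed as inactive read as strong as hits; confirmed hits need IC50 under 10 µM and bright autofluorescent wells are also inconclusive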
HEK293 NOD2/NF-kB = NOD2 signaling inhibitors, cell-based, luminescence, uHTS, HEK293 (AID 1566). HEK293 NOD2/NF-kB luciferase reporter, luminescence; higher % means a stronger effect. inhibition, % at 4 µM; hits with a dose series show EC50 in µM. 290,000 tested, 0.63% active; further: many of its hits are not listed in these tables
KOR beta-arrestin-1 = KOR agonists, beta-arrestin recruitment, primary screen, cell-based, luminescence, uHTS (AID 1777); KOR beta-arrestin recruitment, luminescence; higher % means a stronger effect; one-dose activation, % at 10 µM; EC50 in µM for titrated hits; 280,000 tested, 0.02% active; in the data active means activation above about 50%, passing the limit was not always enough; further: a part of the inactive calls stands beside numbers as strong as those of hits
NTR1 ag = agonists of NTR1, primary screen, imaging, U2OS cells, beta-arrestin-GFP, high content (AID 493036) | activation, % at 20 µM | NTR1-U2OS beta-arrestin-GFP spot imaging, agonist mode | Neurotensin receptor type 1 (Homo sapiens), P30989 | 330,000 tested, 0.17% active;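 active means activation at or above 40% of the spot to cytoplasm intensity ratio, with at least 20 cells analyzed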;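 further: 0% = DMSO without peptide and 100% = 100 nM NTR1 peptide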
Target sequence (P30989 whole entry, looked up): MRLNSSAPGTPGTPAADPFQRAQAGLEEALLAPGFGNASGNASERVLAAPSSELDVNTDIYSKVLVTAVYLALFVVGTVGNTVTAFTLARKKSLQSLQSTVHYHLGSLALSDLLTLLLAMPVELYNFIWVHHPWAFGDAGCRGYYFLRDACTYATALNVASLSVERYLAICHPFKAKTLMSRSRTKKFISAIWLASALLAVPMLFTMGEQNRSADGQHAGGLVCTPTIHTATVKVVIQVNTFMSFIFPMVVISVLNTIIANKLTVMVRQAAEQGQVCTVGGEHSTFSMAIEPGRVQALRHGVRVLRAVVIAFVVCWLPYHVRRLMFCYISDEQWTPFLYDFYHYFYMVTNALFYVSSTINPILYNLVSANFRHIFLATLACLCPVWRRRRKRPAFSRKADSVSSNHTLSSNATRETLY
GPR55 beta-arrestin = GPR55 agonists via beta-arrestin recruitment, primary screen, imaging, U2OS cells, beta-arrestin-GFP redistribution (AID 1961). G-protein coupled receptor 55 (Homo sapiens). U2OS GPR55 beta-arrestin-GFP redistribution imaging; higher % means a stronger effect. activation, % at 10 µM, or EC50 in µM where a hit was titrated. 290,000 tested, 0.048% active;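 active means activation above 40% with more than 50 cells counted in the well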;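 further: U2OS osteosarcoma cells stably expressing GPR55 and beta-arrestin-GFP; plate controls were DMSO negative control for no effect and LPI positive control for full effect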
KOR beta-arrestin-2 = KOR antagonists, beta-arrestin recruitment, cell-based, luminescence, uHTS (AID 1778). Kappa-type opioid receptor (Homo sapiens). KOR beta-arrestin recruitment, luminescence, antagonist mode; higher % means a stronger effect. one-dose inhibition, % at 10 µM; IC50 in µM for titrated hits. 290,000 tested, 0.091% active; further: strong numbers were not always called active
Myeloid diff MLP = induction of myeloid progenitor differentiation, primary screen, cell-based, flow cytometry, MLPCN library; ER-HoxA9 myeloid progenitors, lysozyme-GFP differentiation; calls only at 10 µM; 360,000 tested, 1% active; AID 624256, 2012;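 active means normalized GFP-positive differentiation at or above the plate's own cutoff, the solvent-only control mean plus 3 SD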;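 further: cells exposed to compound for four days before flow analysis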
T cell modulator vesicle-bound % = further read-out of T cell modulator, marked with its call; double positive events, %; measured here: CD8+ vesicle-bound cell fraction;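 binding gate set so that unloaded-vesicle control wells show 10% double positive cells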
NTR1 ag cell count 20 µM = further read-out of NTR1 ag, marked with its call; cell count; measured here: cell count, cytotoxicity flag
Myeloid diff MLP GFP+ MAC1+ % = also measured in Myeloid diff MLP; calls as there; GFP+ MAC1+ double positive, %; measured here: differentiation confirmed by MAC1 staining
Active calls of the source: *; i = inactive; · = not tested or not shown; [ ] = another dose, or the depositor's remark. Unless noted, no stated cut-off is given here; in the data, active means inhibition above about 50%; inactive means the rest. This is a subset; the hit share may differ from the screen's.

SMILES | T cell modulator | T cell modulator vesicle-bound % | NOD1 inhibition | GPR55 LPI antagonism | HEK293 NOD2/NF-kB | KOR beta-arrestin-1 | NTR1 ag | NTR1 ag cell count 20 µM | GPR55 beta-arrestin | KOR beta-arrestin-2 | Myeloid diff MLP | Myeloid diff MLP GFP+ MAC1+ %
COc1ccc(OC)c(C(C)NC(=O)C23CC4CC(CC(C4)C2)C3)c1 (stereo unspecified) | i | 49.1 | 33.7% | 4.8% | 5.8% | -5.5% | 6.7 | 48 | -0.2% | -32.2%[20 µM] | i | 0.6
O=S(=O)(Nc1cccnc1)c1ccccc1 | i | 58.7 | -21.7% | 7.9% | -1.2% | -5.5% | -1.0 | 42 | -0.3% | 12.8% | i | 0.1
COc1ccc(-c2csc(Nc3cccnc3)n2)cc1 | i | 23.8 | -20.0% | 9.4% | -45.3% | 7.6% | 1.9 | 37 | -0.2% | -61.4% | i | 0.4
O=C(COC(=O)c1cnccn1)Nc1ccc2c(c1)OCO2 | i | 39.3 | -12.0% | 9.2% | 6.6% | -4.6% | 1.3 | 49 | -0.1% | 24.1% | · | ·
Cc1ccc(-n2c(C)cc(C(=O)CSc3n[nH]c(N)n3)c2C)cc1 | i | 12.3 | 9.7% | 16.8% | 19.3% | 4.5% | -1.1 | 66 | -0.1% | -0.1% | i | 3.0
CCC(C)NC(=O)CCSc1ccc(C)cc1 (stereo unspecified) | i | 46.1 | -29.0% | 5.3% | -0.1% | 6.0% | -1.6 | 88 | -0.1% | -21.4% | i | 0.8
COc1ccc(N2C(=O)CSC2c2cccc(F)c2)c(OC)c1 (stereo unspecified) | i | 9.4 | -33.2% | 28.2% | 12.6% | -1.4% | -0.5 | 78 | -0.1% | -6.8% | i | 0.3
COc1cccc(CN2CCN(C(=O)C3CCC(=O)N(C4CCCC4)C3)CC2)c1 (stereo unspecified) | i | 11.9 | 14.7% | 3.3% | 9.5% | 3.1% | -0.9 | 57 | -0.2% | -20.0% | i | 2.5
c1coc(C2=NCCc3ccccc32)c1 | i | 51.6 | -18.0% | -3.6% | 6.6% | -5.7% | 0.1 | 55 | -0.1% | 0.0% | i | 0.2
CCOc1ccc(C(=O)NCC(=O)OCc2c(F)cccc2Cl)cc1OCC | i | 4.1 | -20.1% | -13.3% | 0.8% | -1.9% | 1.8 | 43 | -0.6% | 22.9% | i | 1.4
Cn1ccnc1SCC(=O)Nc1ccc(F)c([N+](=O)[O-])c1 | i | 6.8 | -19.1% | -5.5% | 10.2% | -5.1% | 1.6 | 34 | -0.2% | 7.6% | i | 0.7
CC(C)c1ccc(-n2cnn(-c3ncccc3[N+](=O)[O-])c2=O)cc1 | i | 30.9 | -48.0% | 5.0% | -188.9% | -5.0% | 0.6 | 45 | -0.1% | 17.0%[20 µM] | i | 0.0
CSc1ccccc1NC(=O)CN1CCN(Cc2ccccc2)CC1 | i | 40.7 | -22.6% | 10.9% | -0.3% | -3.6% | 2.4 | 81 | 0.3% | 12.7% | i | 0.4
CC(C)c1ccc(N2C(=NC(=O)C3CCCO3)SC3CS(=O)(=O)CC32)cc1 (stereo unspecified) | i | 21.9 | -26.2% | -3.2% | 11.1% | -2.8% | -0.5 | 50 | 0.3% | -41.0% | i | 0.9
CS(=O)(=O)NCCC1=CCCCC1 | i | 31.6 | -6.9% | 5.8% | -8.7% | -2.2% | 0.0 | 88 | -0.1% | -2.9% | i | 1.2
CC(C)C1CC(CCN)(c2ccccc2)CCO1 (stereo unspecified) | i | 26.1 | 7.0% | 5.1% | -17.0% | 4.4% | 2.1 | 68 | -0.1% | -16.4% | i | 0.7
C(=N\N1CCN(c2ccccn2)CC1)/C1=C(N2CCOCC2)C(=C/c2ccccc2)/CC1 | i | 64.4 | -25.5% | -4.4% | 24.0% | -4.5% | 4.1 | 19 | -0.1% | -39.1%[20 µM] | i | 0.2
CCN1CCN(S(=O)(=O)c2ccc(Oc3ccccc3OC)cc2)CC1 | i | 3.1 | -20.6% | 5.5% | 17.7% | -1.0% | 0.2 | 31 | 0.2% | 6.2% | i | 0.3
CCN(CC)CCCN=Cc1c(O)n(Cc2ccccc2)c(=O)c2ccccc12 | i | 47.1 | 7.1% | 8.4% | -16.9% | 0.1% | 0.4 | 53 | 0.2% | -75.5% | i | 0.7
CCOc1ccc(NC(=O)Nc2nc(SCC)ns2)cc1 | i | 62.8 | · | -4.1% | · | -1.7% | 5.3 | 47 | 0.2% | -55.5%[20 µM] | i | 0.6
CCOC(=O)c1c(N)sc(C(O)(C(F)(F)F)C(F)(F)F)c1-c1ccc(Cl)cc1 | i | 36.4 | 5.4% | 5.7% | 9.9% | 4.8% | 21.5 | 94 | -0.1% | -56.1% | i | 1.1
CCOCCCNC(=O)C(C)NS(=O)(=O)c1ccc(C)cc1 (stereo unspecified) | i | 55.3 | -13.7% | 1.8% | -3.6% | -2.1% | 0.3 | 83 | 0.5% | 0.7% | i | 1.0
Cc1c(C(=O)OCC(=O)Nc2c(C)n(C)n(-c3ccccc3)c2=O)oc2ccccc12 | i | 58.1 | -17.0% | 5.1% | 17.9% | -1.1% | -0.9 | 82 | -0.1% | -35.9%[20 µM] | i | 0.9
Cc1cccc(NC(=O)CSc2nsc(SCC(=O)Nc3cccc(C)c3)c2C#N)c1 | i | 51.3 | -11.2% | -10.0% | -28.7% | 21.9% | 0.7 | 80 | -0.3% | 6.5% | i | 0.1
CN1CCOCCOCCN(C)C(=O)N2CCOCCOCCN(CCOCC2)C1=O | i | 24.9 | -11.5% | 1.4% | 3.9% | -2.3% | 1.5 | 57 | -0.1% | 8.8% | i | 1.1

Remaining list, next part:
SMILES | T cell modulator | T cell modulator vesicle-bound % | NOD1 inhibition | GPR55 LPI antagonism | HEK293 NOD2/NF-kB | KOR beta-arrestin-1 | NTR1 ag | NTR1 ag cell count 20 µM | GPR55 beta-arrestin | KOR beta-arrestin-2 | Myeloid diff MLP | Myeloid diff MLP GFP+ MAC1+ %
COC(=O)c1sccc1S(=O)(=O)NCc1ccc(S(N)(=O)=O)cc1 | i | 33.1 | -23.5% | -3.8% | -0.8% | 5.6% | -0.2 | 56 | -0.1% | -3.4% | i | 2.3
O=C(/C=C\Nc1ccc2c(c1)OCO2)c1ccccn1 | i | 56.5 | 70.6%* | 14.9% | 33.4% | -0.2% | 1.4 | 41 | -0.3% | 8.5% | i | 1.6
O=C(CCl)Nc1ccc(S(=O)(=O)Nc2nccs2)cc1 | i | 44.2 | -23.3% | 11.6% | -45.5% | 0.6% | 0.2 | 39 | -0.1% | 32.4% | i | 0.4
CCOC(=O)COc1ccc(S(=O)(=O)NCCC2=CCCCC2)cc1 | i | 19.5 | 3.3% | 12.4% | -15.1% | 8.5% | 12.7 | 44 | -0.1% | -86.4% | · | ·
CCN(Cc1ccc(OC)c(COC)c1)CC1CCCN(CCc2cccc(F)c2)C1 (stereo unspecified) | i | 50.9 | -20.1% | 11.6% | -38.5% | -2.4% | 0.4 | 70 | -0.4% | -62.8%[20 µM] | i | 0.4
O=C(NCc1ccc(F)cc1)C1CCCN1C(=O)Nc1ccc(F)cc1 (stereo unspecified) | i | 51.9 | -20.1% | -7.3% | 7.4% | 3.5% | -0.1 | 58 | -0.3% | -29.9%[20 µM] | i | 0.4
CCCCC(=O)Nc1cccc(-c2ccc3nncn3n2)c1 | i | 37.0 | -27.6% | 1.7% | 12.8% | 0.8% | 0.5 | 58 | -0.1% | -1.3% | i | 0.3
CSCCC(NC(=O)C1CCCCC1)c1nc2ccccc2[nH]1 (stereo unspecified) | i | 32.1 | -2.5% | -4.5% | -10.6% | 1.7% | 2.0 | 49 | 0.4% | 11.5% | i | 0.5
O=[N+]([O-])c1cccc(-c2ccc(/C=N/n3c(-c4ccccc4)n[nH]c3=S)o2)c1 | i | 50.2 | -7.9% | 0.3% | 15.4% | -3.5% | · | · | 0.3% | 4.7% | i | 0.4
CCOC(=O)c1ccccc1NC(=O)c1nc2nccc(C)n2n1 | i | 16.8 | -7.6% | 8.0% | 2.5% | 2.3% | 0.4 | 45 | 0.3% | 16.3% | i | 1.7
COC(=O)c1c(NC(=O)CSc2nnnn2C)sc(C)c1C | i | 20.8 | -26.9% | -6.0% | 2.0% | -0.5% | 0.0 | 39 | -0.1% | 40.3% | i | 6.5
CCOc1ccccc1NC(=O)CSc1nnc(CCC(=O)Nc2ccccc2F)n1C | i | 5.1 | -4.2% | -12.0% | 15.5% | -1.2% | 0.0 | 54 | 0.0% | 10.5% | i | 0.4
CCOc1ccccc1C(=O)NC1CCN(CC(=O)Nc2cc(OC)ccc2OC)CC1 | i | 19.1 | 13.7% | -1.4% | 15.5% | 1.6% | 0.2 | 72 | 0.7% | -30.8%[20 µM] | i | 0.1
C=CCC1(CC=C)CCCN1C(=O)Cn1nnnc1CN(C)C(C)C | i | 60.5 | 9.9% | 14.4% | 3.3% | 3.0% | 1.0 | 59 | -0.2% | -48.2%[20 µM] | i | 0.8
Cc1cc(C)cc(N=c2c([N+](=O)[O-])nn(-c3cccc(Cl)c3)n2O)c1 | i | 17.7 | 17.9% | -0.1% | 22.2% | 0.7% | 5.5 | 91 | -0.1% | -29.6% | i | 0.8
O=C(CNC(=O)c1ccc([N+](=O)[O-])cc1)N/N=C/c1c[nH]c2ccccc12 | i | 69.0 | -15.1% | 1.7% | 4.9% | -1.4% | 0.8 | 69 | -0.2% | 20.5% | i | 1.8
CCN1C(=O)C(O)(CC(=O)c2cccc(-n3cccc3)c2)c2ccccc21 (stereo unspecified) | i | 48.5 | 18.5% | 3.1% | -3.3% | 9.4% | 0.5 | 61 | 0.2% | -8.9% | i | 0.4
Cc1ccc(Nc2nc3c(s2)CCC3)c(C)c1 | i | 25.0 | -47.1% | -2.0% | -18.4% | -3.3% | -0.2 | 82 | 0.3% | -11.0% | i | 0.6
CC(=O)O/N=C/c1c(C)c(C=O)n2ccccc12 | i | 13.1 | -16.4% | -6.6% | 8.6% | -1.4% | 1.0 | 55 | 0.2% | 0.4% | i | 0.7
CC(=O)Nc1sc(N/N=C\c2ccc(O)cc2)nc1-c1cccs1 | i | 13.3 | -8.0% | 8.7% | -29.8% | -4.1% | -0.8 | 64 | -0.2% | 15.0% | i | 0.5

Screening data: PubChem BioAssay, several laboratories
